Compound activity (PubChem BioAssay)
BLM helicase inh = inhibitors of human Bloom syndrome helicase BLM. P54132. recombinant BLM DNA unwinding, fluorescence dequenching. Potency, µM (titrated, usually from 56.1 µM), for inactives: at the highest dose activity change, negative = inhibition, usual class: inhibitors. hit rate 0.2% among 350,000. AID 2528;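 also: potency is read from the fitted curve at half-maximal effect; plate controls were vehicle for no effect and no enzyme for full effect; nearly all actives have a fitted effect of over 35% in size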
Target sequence (P54132 whole entry, looked up): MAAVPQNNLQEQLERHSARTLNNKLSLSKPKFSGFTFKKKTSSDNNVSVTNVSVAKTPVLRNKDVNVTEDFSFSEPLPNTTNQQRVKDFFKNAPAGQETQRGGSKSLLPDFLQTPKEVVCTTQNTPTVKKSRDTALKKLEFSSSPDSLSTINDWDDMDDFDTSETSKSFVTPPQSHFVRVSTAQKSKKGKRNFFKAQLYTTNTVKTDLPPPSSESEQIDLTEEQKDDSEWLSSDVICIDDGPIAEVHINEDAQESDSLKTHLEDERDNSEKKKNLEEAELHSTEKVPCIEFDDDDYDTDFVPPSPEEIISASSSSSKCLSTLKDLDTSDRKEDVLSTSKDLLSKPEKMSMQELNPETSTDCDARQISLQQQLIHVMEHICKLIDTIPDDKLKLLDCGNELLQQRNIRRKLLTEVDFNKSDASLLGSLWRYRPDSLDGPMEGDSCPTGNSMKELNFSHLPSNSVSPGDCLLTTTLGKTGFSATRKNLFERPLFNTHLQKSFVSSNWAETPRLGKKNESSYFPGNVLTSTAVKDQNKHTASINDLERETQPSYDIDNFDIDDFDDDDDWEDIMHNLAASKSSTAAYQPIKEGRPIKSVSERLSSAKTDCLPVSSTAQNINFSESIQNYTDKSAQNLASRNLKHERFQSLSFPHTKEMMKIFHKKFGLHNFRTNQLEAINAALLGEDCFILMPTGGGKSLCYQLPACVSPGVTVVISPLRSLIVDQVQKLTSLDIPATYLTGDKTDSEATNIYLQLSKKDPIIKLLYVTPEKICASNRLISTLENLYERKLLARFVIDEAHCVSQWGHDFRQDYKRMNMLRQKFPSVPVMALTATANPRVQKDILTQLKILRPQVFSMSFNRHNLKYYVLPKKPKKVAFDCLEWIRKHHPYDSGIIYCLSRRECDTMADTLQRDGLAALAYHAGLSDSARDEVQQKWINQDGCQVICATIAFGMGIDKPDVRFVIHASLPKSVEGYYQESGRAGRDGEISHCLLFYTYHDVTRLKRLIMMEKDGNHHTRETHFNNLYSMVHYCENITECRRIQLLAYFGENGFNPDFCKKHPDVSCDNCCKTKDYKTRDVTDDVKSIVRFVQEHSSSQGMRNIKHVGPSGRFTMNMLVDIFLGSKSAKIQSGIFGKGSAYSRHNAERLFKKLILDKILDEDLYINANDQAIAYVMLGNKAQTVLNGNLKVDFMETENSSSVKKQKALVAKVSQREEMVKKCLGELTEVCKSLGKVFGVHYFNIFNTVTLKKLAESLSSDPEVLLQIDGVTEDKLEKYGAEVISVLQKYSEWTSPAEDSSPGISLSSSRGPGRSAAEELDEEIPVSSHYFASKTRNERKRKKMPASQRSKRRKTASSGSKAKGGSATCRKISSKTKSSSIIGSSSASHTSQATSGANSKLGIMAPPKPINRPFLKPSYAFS
ERG Ets-DNA blk = inhibitors of human ERG Ets domain-DNA interaction; P11308; fluorescence polarization, His-ERG Ets domain / labelled DNA; Potency, µM (doses to about 76.9 µM), inactives show at the top dose FP activity, negative = inhibition, actives largely listed as inhibitors; hit rate 0.028% among 370,000; AID 624246; active = well fitted inhibition curve with a large enough effect in the polarisation, with a control signal flat; inconclusive = small, poorly fitted or top-dose-only effect, or effect the other way, or a change in a side signal; inactive = no such curve, though single readings can be large or run the other way; the % refers to the polarisation;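 also: polarization taken with two DNA probes labelled with fluorescein and Texas red; potency is read from the fitted curve at half-maximal effect; % of control where 0% means no effect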
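His-tagged ERG Ets domain (1 uM in the protein solution; 300mM KCl, 50mM Tris-HCl, 1mM EDTA, 1mM DTT, pH 7.5) received compound, then a probe mix of 5 nM fluorescein-DNA and 100nM Texas-615-DNA. Fluorescence polarization was read for both dyes.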
POLB inh = inhibitors of human DNA polymerase beta; hit rate 1.3% among 340,000; P06746; Potency, µM (doses to about 114 µM), without a hit: at the top dose activity change, negative = inhibition, actives largely listed as inhibitors; Pol beta primer extension/strand displacement, fluorescence kinetic; also: potency is read from the fitted curve at half-maximal effect; % is scaled to controls: 0 for no effect and ±100 for the full control effect
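Pol beta (10 nM) was preincubated with compound for 15 min at room temperature. The reaction was then started with 50 nM substrate and read immediately and after a further 10 min at room temperature.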
POLK inh = blocks human DNA polymerase kappa activity; hit rate 0.53% among 400,000; Potency, µM (doses to about 107 µM), without a hit: top-dose activity, negative = inhibition, usual class: inhibitors; Q9UBT6; purified Pol kappa, fluorescent DNA synthesis assay, 10 min; also: potency is read from the fitted curve at half-maximal effect; % is scaled to controls: 0 for no effect and ±100 for the full control effect
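10 nM Pol kappa was preincubated with compounds for 15 min at room temperature. Reaction started with 50 nM (final) substrate. Fluorescence read kinetically at 0 and 10 min.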
APE1 inh = blocks human APE1 abasic DNA cleavage. hit rate 0.35% among 350,000. recombinant APE1, TAMRA/BHQ-2 abasic DNA cleavage fluorescence. AID 2517. P27695. Potency, µM (highest dose often 65.8 µM), for the others: at the highest dose activity change, negative = inhibition, most hits filed as inhibitors;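 also: potency is read from the fitted curve at half-maximal effect; plate controls were vehicle for no effect and reference inhibitor for full effect; nearly all actives have a fitted effect of over 55% in size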
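Substrate: short duplex with […] THF abasic site, 5'-TAMRA and 3'-BHQ-2, 50 nM final. APE1 at 0.75 nM, preincubated 15 min RT with compound. Fluorescence increase from first to third read measured activity.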
Pol iota inh = blocks human DNA polymerase iota activity; Q9UNA4; Pol iota fluorescent replication assay, 10 min; Potency, µM (series often up to 115 µM), for the others: at the highest dose activity, negative = inhibition, actives largely listed as inhibitors; hit rate 1% among 390,000; AID 588590; also: potency is read from the fitted curve at half-maximal effect
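Fluorescent replication assay read twice, at 0 min and 10 min after adding 50 nM (final) substrate. Enzyme (10 nM) and compounds were first incubated 15 min at room temperature; enzyme-free buffer wells were negative controls.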
TRHR ag = agonists of human TRH receptor; TRHR cells, calcium flux fluo-8, FDSS agonist mode; P34981; hit rate 0.18% among 360,000; AID 493084; activation, % at 2 µM; in the data active = activation above about 30%; also: 0% is about no effect
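Fluo-8-loaded TRHR cells; 10 s baseline, compound added, kinetic Ca2+ fluorescence read 1/s, agonist mode.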
ALOX12 inh = blocks human arachidonate 12S-lipoxygenase; purified 12hLO, xylenol orange hydroperoxide absorbance; Potency, µM (highest dose often 108 µM), for inactives: at the top dose activity change, negative = inhibition, actives largely listed as inhibitors; hit rate 1.1% among 580,000; also: potency is read from the fitted curve at half-maximal effect; % is scaled to controls: 0 for no effect and ±100 for the full control effect
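Purified human 12hLO (150 nM final) in 25 mM Hepes, 0.01% Triton X-100, pH 7.0 was preincubated 15 min at room temperature with compound. Then 40 uM arachidonic acid was added, 30 min. Hydroperoxide was read by Fe-XO absorbance ratio 573/405 nm.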
Anesthetic bind = candidate novel general anesthetic via apoferritin binding; hit rate 0.074% among 350,000; Potency, µM (highest dose often 77.5 µM), for inactives: at the top dose activity change, negative = displacement, usual class: inhibitors; apoferritin/1-aminoanthracene competitive binding, fluorescence; AID 485281; also: potency is read from the fitted curve at half-maximal effect; % is scaled to controls: 0 for no effect and ±100 for the full control effect; nearly all actives have a fitted effect of over 20% in size
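10 uM apoferritin + 50% sat. 1-AMA, PBS; cpd 10 min RT; Ex380/Em535 endpoint; normalized to free probe vs complex; 4-param Hill fit; propofol titration as pos. ctrl.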
Active calls of the source: *; ? = inconclusive; nt = not tested or not shown; [ ] = remark or other dose. Unless noted, calls follow the shape of the dose curve; as a rule, active = well fitted curve in the direction sought with a large enough effect; inconclusive = small, poorly fitted or top-dose-only effect, or another doubt; inactive = no such curve, though single readings can be large; an effect the other way counts as inactive or inconclusive. These rows are one share of the data (hit frequency here may not be typical).

SMILES	BLM helicase inh	ERG Ets-DNA blk	POLB inh	POLK inh	APE1 inh	Pol iota inh	TRHR ag	ALOX12 inh	Anesthetic bind
COc1ccc(-c2nc3ccccc3o2)cc1NC(=O)COc1cc(C)cc(C)c1	-7%	2%	0%	0%[60.1 µM]	nt	-2%	1.6	?	54%[activator]
CCN(CC)C(=O)/C(=C\c1ccc2c(c1)OCO2)NC(=O)c1ccc(Br)cc1	-5%	-7%	25%	-3%	-5%	184%[activator]	-0.3	-31%	-13%
COCc1cc(C)nc(N)c1C#N	1%	-2%	5%	8%	7%	1%	0.4	-18%	-5%
Cc1cc(C(=O)OCC(=O)NC2CCCCC2)c(C)o1	-2%	-8%	-14%	-1%	1%	3%	0.3	-12%	?
Cc1cccc(OCCCN2CCCCCC2)c1	-4%	nt	-16%	-2%	-2%	4%	0.8	-20%	3%
COc1ccc(N2CCN(C(=O)c3oc4ccccc4c3C)CC2)cc1	-1%	11%	?	-11%	0%	27%	-1.2	0%	-18%
COCCCNC(=O)CN(c1cc(OC)ccc1OC)S(=O)(=O)c1ccccc1	-2%	-6%	1%	-4%	0%	-9%	0.1	20%[57.4 µM]	-8%
Cc1ccc2nc(-c3cccc(NC(=O)c4ccco4)c3)[nH]c2c1	-1%	-17%	3%	-13%	6%	20%	-1.6	-2%	6%
CCOC(=O)C1C2C=CC3(CN(CCc4ccccc4)C(=O)C13)O2 (stereo not given)	4%	-9%	3%	0%	-4%	19%	0.1	0%	-6%
O=C1c2ccccc2C(=O)N1CCCSc1nc2ccccc2o1	-5%	-3%	-25%	-9%	2%	10%	0.2	18%	?
CCOC(=O)c1ccc(OCC2c3cc(OC)c(OC)cc3CCN2C(=O)Cc2ccc(OC)c(OC)c2)cc1 (stereo not given)	-9%	0%	8%	-12%[60.1 µM]	nt	32%[activator]	0.2	8%	-12%
CN(Cc1ccc(C(F)(F)F)cc1)C(=O)C1CC(=O)N(Cc2ccco2)C1 (stereo not given)	nt	-6%	nt	-3%	-10%	18%	nt	?	nt
COc1cc(C(=O)NCC(=O)N/N=C/c2ccc(OC(=O)c3ccco3)cc2)cc(OC)c1OC	-5%	-5%	13%	-10%	-2%	88%[activator]	0.4	0%	-23%
CC(C)(C)c1csc(NC(=O)c2c(F)c(F)c(F)c(F)c2F)n1	-7%	9%	-3%	-10%	-16%	31%[activator]	0.1	-18%	?
COc1ccc(C(=O)CN2CCN(S(=O)(=O)c3cccc([N+](=O)[O-])c3)CC2)cc1	-3%	2%	0%	-3%	6%	71%[activator]	0.2	-27%	-6%
CC(C)(C)C(=O)NC1CCN(C(=O)N2CCCC2)CC1	2%	2%	-1%	-7%	-3%	14%	0.4	0%	1%
CC(Cl)C(=O)NNc1cccc(Cl)n1 (stereo not given)	1%	1%	27%	-2%	-5%	1%	-0.9	-20%	2%
CC(NC(=O)c1sc2cc([N+](=O)[O-])ccc2c1Cl)C(C)(C)C (stereo not given)	-2%	-1%	9%[57.1 µM]	-13%	-1%	?	-0.5	32µM*	5%
COc1ccc(C2C(C(=O)c3sc(C)nc3C)=C(O)C(=O)N2CCCn2ccnc2)cc1OC (stereo not given)	-4%	-6%	?	-9%	-3%	37%[activator]	1.1	?	-11%
O=C(Nc1nc2c(Cl)ccc(Cl)c2s1)C1CC1	-1%	5%	17%	-20%	2%	14%	0.4	31%[activator]	-5%
CCOc1ccc2[nH]c(C)c(CN3CCN(C)CC3)c(=O)c2c1	-2%	4%	3%	-13%	1%	30%	0.5	-9%	-9%
Cc1ccc(/C=C/C(=O)OCc2nc(N)nc(Nc3ccccc3C)n2)o1	-9%	3%	2%	-7%	-1%	32%[activator]	-0.8	-11%	-15%
O=C(NCc1ccco1)C(=O)NCC1OCCN1S(=O)(=O)c1cc(F)ccc1F (stereo not given)	-12%	1%	0%	-13%	?	-27%	0.1	-2%	-11%
O=C(NC1=NCCS1)c1cccc(Br)c1	nt	2%[15.4 µM]	nt	3%	nt	53%[activator]	nt	-14%	nt
CC(C)[C@H](NC(=O)OCc1ccccc1)C(=O)OCC(=O)N1CCN(c2ccc(F)cc2)CC1	nt	4%	nt	-12%	-7%	3%	-0.7	-21%	nt

Structural class: the compounds so far containing bromine.
SMILES	BLM helicase inh	ERG Ets-DNA blk	POLB inh	POLK inh	APE1 inh	Pol iota inh	TRHR ag	ALOX12 inh	Anesthetic bind
CCN(CC)C(=O)/C(=C\c1ccc2c(c1)OCO2)NC(=O)c1ccc(Br)cc1	-5%	-7%	25%	-3%	-5%	184%[activator]	-0.3	-31%	-13%
O=C(NC1=NCCS1)c1cccc(Br)c1	nt	2%[15.4 µM]	nt	3%	nt	53%[activator]	nt	-14%	nt

Going on with the list.
SMILES	BLM helicase inh	ERG Ets-DNA blk	POLB inh	POLK inh	APE1 inh	Pol iota inh	TRHR ag	ALOX12 inh	Anesthetic bind
CCN(CC(=O)Nc1c(F)cccc1F)C(=O)CSc1nc(C)cc(C)n1	-3%	2%	-6%	-8%	37%	11%	0.1	8%	-4%
O=C(COc1ccc(S(=O)(=O)N2CCCC2)cc1)NCc1ccccn1	0%	8%	42%	-10%	18%	-5%	-1.7	-2%	-14%
Cc1noc(C)c1S(=O)(=O)N1CCC(C(N)=O)CC1	-10%	8%	14%	9%	3%	21%	-0.1	7%	-3%
Cc1ccc(NC(=O)COC(=O)CC2CC3CCC2C3)cc1S(=O)(=O)N1CCOCC1 (stereo not given)	nt	-12%	nt	?	-2%	80%[activator]	nt	1%	nt
C[C@H]1CC[C@]2(O[C@H](CCO)C[C@H](O)[C@H]2O)O1	nt	9%	nt	6%	nt	25%	nt	21%	nt
O=C(CSc1cccc2cccnc12)NCc1ccco1	-10%	16%	1%	-6%	10%	5%	0.1	5%	-4%
O=C(COc1ccccc1Cl)NC(=S)Nc1cccc(NC(=O)c2ccccc2Cl)c1	-9%	nt	-10%	-3%[60.1 µM]	-4%	16%	1.7	4%	-10%
CCOCCn1c(-c2ccc(OC)cc2)nc2ccccc21	-1%	6%	-1%	15%	2%	27%	-0.3	7%[57.4 µM]	-1%
O=C(Nc1cccc(NC(=O)C2CCCO2)c1)c1ccco1 (stereo not given)	-1%	-4%	-28%	1%[60.1 µM]	11%	-8%	0.3	-3%	-4%
COc1cc(NC(=O)C2Cc3ccccc3CN2S(C)(=O)=O)cc(OC)c1 (stereo not given)	-3%	8%	2%	-12%	37%	65%[activator]	-0.3	51%[activator]	7%
COC(=O)c1cc(COc2ccc3c(c2)oc(=O)c2ccccc23)c(C)o1	-3%	-3%	0%	-2%	-1%	-12%	0.8	0%	-12%
CCN(CC(=O)NCc1cccs1)S(=O)(=O)c1c(F)cccc1F	nt	-15%	nt	-19%	9%	47%[activator]	-0.1	-3%	nt
Cc1ccccc1CNC(=O)c1ccc2c(c1)N(Cc1ccccc1)CCS2	-6%	0%	27%	8%	nt	22%	0.3	-16%	nt
COc1cc(C(=O)OCC(=O)Nc2ccc(N3CCOCC3)cc2)ccc1OCC(C)C	nt	37%[activator]	nt	-1%	-9%	39%[activator]	0.1	?	nt
CCCCCn1c(=O)[nH]c2c(c1=O)CCC2	-8%	7%	55%	-11%	0%	7%	0.1	22%	-8%
CCO/N=C(/C)c1c(O)cc(C(C)(C)C)n(-c2ccccc2)c1=O	-1%	-9%	0%	-14%	0%	14%	-1.1	-9%	-7%
CCOc1ccc(N2C(=O)CC(Sc3nnnn3-c3ccccc3)C2=O)cc1 (stereo not given)	-2%	0%	0%	-7%	-3%	30%	-0.2	-2%	-11%
CC(C)Nc1nc(Cl)nc(Nc2ccccc2)n1	-4%	2%	37%	0%	-2%	33%	-0.1	-7%	-11%
Cc1ccc(C(=O)NCC(=O)Nc2ccncc2)cc1C	-5%	7%	32%	-2%	9%	?	0.6	1%	-8%

6 records picked at random from the list so far, as already listed:
SMILES	BLM helicase inh	ERG Ets-DNA blk	POLB inh	POLK inh	APE1 inh	Pol iota inh	TRHR ag	ALOX12 inh	Anesthetic bind
CC(C)(C)c1csc(NC(=O)c2c(F)c(F)c(F)c(F)c2F)n1	-7%	9%	-3%	-10%	-16%	31%[activator]	0.1	-18%	?
CCOC(=O)c1ccc(OCC2c3cc(OC)c(OC)cc3CCN2C(=O)Cc2ccc(OC)c(OC)c2)cc1 (stereo not given)	-9%	0%	8%	-12%[60.1 µM]	nt	32%[activator]	0.2	8%	-12%
CC(Cl)C(=O)NNc1cccc(Cl)n1 (stereo not given)	1%	1%	27%	-2%	-5%	1%	-0.9	-20%	2%
Cc1ccc(/C=C/C(=O)OCc2nc(N)nc(Nc3ccccc3C)n2)o1	-9%	3%	2%	-7%	-1%	32%[activator]	-0.8	-11%	-15%
COc1ccc(-c2nc3ccccc3o2)cc1NC(=O)COc1cc(C)cc(C)c1	-7%	2%	0%	0%[60.1 µM]	nt	-2%	1.6	?	54%[activator]
COc1ccc(N2CCN(C(=O)c3oc4ccccc4c3C)CC2)cc1	-1%	11%	?	-11%	0%	27%	-1.2	0%	-18%
